Compound activity as filed in PubChem BioAssay.
CHO-K1 Ca antag = M1 antagonist counterscreen hit in parental CHO-K1 cells; ATP-induced calcium, Fluo-8 fluorescence; inhibition, % at 3 µM; actives 0.6% (n = 360,000); AID 602250;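 active = inhibition above a per-plate cutoff, the plate's mean sample inhibition plus 3 SD, cut at about 24% in these data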;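 also: 0% = DMSO plus EC80 ATP and 100% = DMSO alone without ATP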
CHO-K1 Ca ag = counter-screen for M1 agonists: effect in parental CHO-K1 cells; Fluo-8 calcium fluorescence; scaled to maximal ATP response, vehicle zero; activation, % at 3 µM; AID 602248; actives 0.48% (n = 360,000); in the data active = activation above about 15%;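 also: untransfected CHO-K1 host cells lacking M1 receptor as counterscreen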
CHRM1 PAM = potentiates human M1 receptor response to acetylcholine | P11229 | CHO-K1 hM1, Fluo-8 calcium fluorescence, ACh EC20; 0% = ACh EC20, 100% = maximal ACh | activation, % at 3 µM | actives 0.088% (n = 360,000); in the data active = activation above about 19%, passing the limit was not always enough
Target sequence (P11229 whole entry, looked up): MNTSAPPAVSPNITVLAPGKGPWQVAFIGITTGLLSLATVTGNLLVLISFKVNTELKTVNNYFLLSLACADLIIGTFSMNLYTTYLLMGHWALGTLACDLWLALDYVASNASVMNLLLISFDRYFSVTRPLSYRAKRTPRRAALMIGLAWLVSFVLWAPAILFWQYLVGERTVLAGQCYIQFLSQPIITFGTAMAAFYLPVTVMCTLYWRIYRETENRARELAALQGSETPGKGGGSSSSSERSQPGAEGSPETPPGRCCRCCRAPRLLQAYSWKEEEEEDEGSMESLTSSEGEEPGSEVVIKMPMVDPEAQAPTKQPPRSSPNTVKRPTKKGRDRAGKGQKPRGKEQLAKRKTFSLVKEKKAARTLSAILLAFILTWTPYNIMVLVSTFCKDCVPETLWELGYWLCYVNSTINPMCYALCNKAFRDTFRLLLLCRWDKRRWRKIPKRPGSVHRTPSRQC
CHO-K1 Ca PAM = nonselective activator or artifact in parental CHO-K1 calcium assay. ATP EC20, Fluo-8 calcium fluorescence; 0% at ATP EC20, 100% at ATP max. actives 0.02% (n = 360,000). activation, % at 3 µM;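 active = activation above the run cutoff, the mean activation of all test compounds plus 3 SD, cut at about 40% in these data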;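 also: peak over basal fluorescence ratio in a 140 s read after ATP addition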
TAAR1 ag = agonists of human TAAR1 | activation, % at 3 µM | Q96RJ0 | actives 0.99% (n = 360,000) | CHO RD-HGA16 TAAR1, Fluo-8 calcium fluorescence; vehicle wells 0%, saturating PEA agonist 100%;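 active = activation above the mean activation of all test compounds in the run plus 3 SD, cut at about 38% in these data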
Target sequence (Q96RJ0 whole entry, looked up): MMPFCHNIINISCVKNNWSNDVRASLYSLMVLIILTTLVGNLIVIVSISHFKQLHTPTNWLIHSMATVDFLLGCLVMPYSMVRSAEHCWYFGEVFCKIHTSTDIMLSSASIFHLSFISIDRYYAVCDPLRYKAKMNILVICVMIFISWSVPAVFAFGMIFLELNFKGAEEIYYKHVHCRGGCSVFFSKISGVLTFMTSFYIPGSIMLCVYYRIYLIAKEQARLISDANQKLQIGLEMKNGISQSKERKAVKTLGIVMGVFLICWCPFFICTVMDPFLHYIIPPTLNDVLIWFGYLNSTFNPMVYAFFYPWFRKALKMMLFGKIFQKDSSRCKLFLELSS
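Repeats: no replicates (n 1) | Material: CHO-derived RD-HGA16 cells with stable Gα16 and human TAAR1 | Technique: Kinetic Fluo-8 calcium fluorescence | Schedule: 17-24 h seeding, 75 min 37 °C dye, 30 min RT | Evaluation: % activation from peak over basal fluorescence ratio, DMSO-to-PEA scaled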
TAAR1 antagonist = human TAAR1 antagonism; actives 1.5% (n = 360,000); Q96RJ0; AID 624466; inhibition, % at 3 µM; CHO RD-HGA16 TAAR1, Fluo-8 calcium fluorescence, antagonist;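 active = inhibition above a per-plate cutoff, the mean inhibition of test compounds on that plate plus 3 SD, cut at about 49% in these data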;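 also: 0% = DMSO plus EC80 beta-PEA response and 100% = DMSO alone without agonist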
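System: RD-HGA16 CHO cells with stable hTAAR1 and Gα16 | Probe or stimulus: EC80 β-phenethylamine stimulus | Dosing: 3 µM, single point | Times: Dye loading 75 min at 37 °C, then 30 min room temperature | Measured by: Fluo-8 calcium-sensitive fluorescence | Read-out basis: % inhibition of agonist calcium response | Replicates: n of 1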
M1 ag = activates human CHRM1 receptor. activation, % at 3 µM. P11229. AID 588814. actives 0.33% (n = 360,000). CHO-K1 hM1, Fluo-8 calcium fluorescence, agonist mode; 0% DMSO, 100% acetylcholine EC100;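 active = activation above the run's mean compound activation plus 3 SD, cut at about 16% in these data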;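 also: peak over basal fluorescence ratio within a 140 s kinetic read after compound addition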
CHO parental Ca = signal in parental CHO cells, OX1R antagonist counter-screen; parental CHO-K1, ATP-induced calcium, Fluo-8 fluorescence; actives 0.63% (n = 330,000); inhibition, % at 5.6 µM; AID 463079;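 active = inhibition above that plate's mean sample inhibition plus 3 SD, cut at about 26% in these data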;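 also: 0% = ATP-challenged DMSO wells and 100% = DMSO wells without ATP; some compounds past the cut are filed as inactive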
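Assay system: parental CHO cells; Read-out basis: percent inhibition of ATP-evoked calcium rise, normalized to controls; Benchmarks: ATP and no-ATP DMSO wells; Compound dosing: single nominal dose of 5.6 µM per compound; Signal: Fluo-8 calcium dye fluorescence; Also added: ATP as calcium-mobilizing challenge; Repeats: singlicate.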
M1 antag = human CHRM1 antagonism. P11229. CHO-K1 hM1, Fluo-8 calcium fluorescence, ACh EC80 antagonist. inhibition, % at 3 µM. actives 1.3% (n = 360,000). AID 588852;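 active = percent inhibition above its own plate's cutoff, namely the mean of that plate's compound wells plus 3 SD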;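 also: peak over basal fluorescence ratio during 140 s after agonist addition; 0% = ACh EC80 plus DMSO and 100% = DMSO alone without agonist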
Numbers without * were called inactive; · = no result given. The order is random; about 4.4% have a hit in one of these screens.

SMILES	CHO-K1 Ca antag	CHO-K1 Ca ag	CHRM1 PAM	CHO-K1 Ca PAM	TAAR1 ag	TAAR1 antagonist	M1 ag	CHO parental Ca	M1 antag
O=C(c1ccccc1)N1CCN2C(=O)c3ccccc3C12c1ccc(Cl)cc1 (stereo not given)	-3	0.9	-4	13	3	11	-4	-14	2
CCN(CC)C(=O)c1cccc(-c2csc(C(O)c3ccc(F)c(OC)c3)n2)c1 (stereo not given)	-4	8.3	-8	6	4	9	4	·	9
CCOc1ncccc1C(=O)Nc1ccc(C)cn1	-6	4.2	16	20	0	-18	-1	·	-15
CCN(c1ccccc1)S(=O)(=O)c1cccc(C(=O)NCCOc2ccccc2OC)c1	7	2.1	-3	-6	8	43	-3	·	4
Cc1c(C(=O)N2CCN(c3ccc(F)cc3)CC2)sc2nc3n(c(=O)c12)CCC3	0	5.2	3	9	1	7	-2	-14	-5
CCc1ccc(CN(C)C(=O)CCc2nnc(-c3ccc(-c4ccccc4)cc3)o2)nc1	13	11	-12	-6	1	10	-1	3	20
CCOC(=O)c1cnc(SC)nc1N	-15	0.2	7	17	19	-8	-3	1	-12
CCC(=O)NC(=S)Nc1ccc(NC(=O)COc2ccc(Cl)cc2Cl)cc1	6	0.0	-8	-6	·	·	-3	-9	12
C[C@H](NC(=O)[C@H](Cc1ccccc1)n1c(=O)[nH]c2ccccc2c1=O)C(=O)N1CCC(C(=O)O)CC1	13	-0.5	2	4	4	-13	-5	-6	-8
Cn1c(N2CCOCC2)c(C=O)c2ccccc21	-5	2.0	11	6	0	-3	-6	-6	-17
COCCn1c(SCC(=O)N2CCCCC2)nc2ccccc2c1=O	-32	1.1	4	22	1	2	-12	-21	-7
CCOc1ccc(NC(=O)C2CCN(S(=O)(=O)c3ccc4c(c3)N(C(C)=O)CCO4)CC2)cc1	-14	3.0	1	14	2	-2	-1	32	-2
CCC(=O)Nc1nc(CC(=O)Nc2ccccc2OC)cs1	-9	0.6	11	17	11	-12	-1	-2	-34
COc1ccc(F)cc1-c1cc(C(=O)NCc2cc(C(F)(F)F)cc(C(F)(F)F)c2)[nH]n1	-6	0.5	-15	14	4	-23	-7	·	25
O=C(CSc1nccc(=O)[nH]1)N1N=C2/C(=C/c3ccco3)CCCC2C1c1ccco1 (stereo not given)	-12	0.5	-1	9	1	-6	2	-9	9
O=C(COC(=O)c1ccc[nH]c1=O)NCCC1=CCCCC1	-17	1.3	9	18	1	-21	1	-9	-15
O=S(=O)(c1ccccc1)c1ccccc1/C=N\O	-2	0.0	12	14	4	-8	-5	-19	-11
O=c1[nH]c2ccc(S(=O)(=O)N3CCN(Cc4ccccc4)CC3)cc2[nH]c1=O	-22	1.7	9	20	·	·	-6	-10	-13
CCOC(=O)C1(N(CC)CC)Sc2cc(C)ccc2NC1=O (stereo not given)	-12	0.6	8	17	5	-26	-4	-36	-17
CCOC(=O)N1CCN(S(=O)(=O)c2ccc([N+](=O)[O-])cc2)CC1	-12	0.4	14	26	2	-12	-4	-6	-23
CC(C)c1ccc(/C=N/NC(=O)c2ccc(-n3cnnn3)cc2)cc1	-7	4.7	-6	23	16	66*	-2	·	4
CCCCCn1c(SCC2CCCO2)nc2cc(C(=O)N3CCC(C(N)=O)CC3)ccc2c1=O (stereo not given)	-13	3.6	-9	24	19	25	-6	-19	17
Cc1cc(C)cc(N(C(=O)Cn2nnc(-c3ccccc3)n2)C(C(=O)NC2CCCCC2)c2ccccn2)c1 (stereo not given)	1	0.0	0	-4	1	-12	-5	-11	6
Cc1cc(=O)n2c(ccc3ccccc32)c1C#N	-6	0.8	12	17	-3	5	-2	-9	-7
CC(=O)N1CCc2cc(NC(=O)C3(C)CCN3Cc3ccccc3Cl)ccc21 (stereo not given)	-13	2.1	1	11	1	-12	-4	·	-8
NC(=O)C1CCCN(C(=O)c2ccc3c(c2)NC(=O)CS3)C1 (stereo not given)	-3	-0.1	-1	-1	12	-10	-3	6	5
O=C(/C=C/Nc1ccc(Cc2ccc(N/C=C/C(=O)C(F)(F)F)cc2)cc1)C(F)(F)F	6	2.2	-4	-1	18	-18	-7	2	1
CC(C(=O)NC1CC(C)(C)NC(C)(C)C1)c1ccc([N+](=O)[O-])cc1 (stereo not given)	-7	1.1	9	25	4	-25	-9	5	5
COc1ccc(Cl)cc1NC(=S)N(CCCN1CCOCC1)Cc1cn(C)c2ccccc12	-6	2.0	15	25	1	-8	-4	0	-11
Cc1c(OC(=O)CNC(=O)OC(C)(C)C)ccc2c3c(c(=O)oc12)CCC3	-5	5.7	6	12	15	1	2	2	-10
CCOC(=O)c1nn(-c2ccccc2)c(C(=O)OCC)c1N	-21	0.5	10	12	13	-6	-11	-15	-19
Cc1ccc(C(=O)N2C(=O)c3cccc(N)c3C2=O)o1	-18	1.9	5	26	2	-8	-3	-6	-27
Cc1nnc(NC(=O)CSc2nnc(-c3ccco3)o2)s1	-5	1.4	10	23	·	·	-5	2	-2
Cc1c(Cl)cccc1NC(=O)CCN1CCCCCC1	1	-0.3	1	2	16	-7	-6	-31	15
CCNc1nc(C)c(CN(C(C)=O)c2ccccc2)nc1C#N	-1	0.1	0	24	2	-7	-6	-9	-1
COc1cc(/C=N/NC(=O)CC2(C)OCCCO2)ccc1OCc1ccccc1	-3	2.6	4	18	10	4	-1	-11	-9
O=C(Nc1ccc(F)c(Cl)c1)c1cc(C2CCCCN2C(=O)CCCc2ccccc2)on1 (stereo not given)	-10	1.8	-11	14	2	-3	-4	·	11
O=C(Nc1ccc2c(c1)CN(C(=O)Nc1ccc(F)cc1)CC2)c1ccccn1	-5	10	-14	8	9	41	2	·	12
Cc1cc(C)c(S(=O)(=O)Cc2ccccc2)c(Cl)n1	-9	1.1	-1	-4	1	-11	-3	0	1
COCCCN(C(=O)Cn1ncc2c(=O)oc3ccc(C)cc3c21)C(C)c1ccncc1 (stereo not given)	-9	0.8	1	17	1	-26	-5	-15	-5
C[C@H]1CN([C@@H](C)CO)C(=O)c2cc(C#Cc3cccnc3)cnc2O[C@H]1CN(C)Cc1ccc(F)cc1	-10	1.1	10	25	3	-19	-9	·	-17
CCOc1cc(/C=N/Nc2nnc(C)n2N)ccc1OC(C)=O	-10	3.9	4	-12	-1	-4	-2	·	0
COc1ccc(OC)c(/C=N/NC(=O)c2ccc3nc[nH]c3c2)c1	-7	3.7	-4	-7	1	-12	0	-5	6
C[C@@H](NC(=O)c1nc[nH]c1C(=O)N1CCN(c2ccccc2)CC1)c1ccccc1	-11	-0.3	5	4	2	-3	-8	2	-1
CC(O)[C@H]1CNC(=O)C(=O)N1CC1CCCCC1 (stereo not given in full)	-14	1.6	5	24	1	-2	-4	12	-1
COc1cc([N+](=O)[O-])cc2sc(NC(=O)C3CC3)nc12	-9	-0.3	-7	4	-1	-7	-12	-26	4
Brc1ccccc1/C=N/Nc1ccc2ccccc2n1	-15	0.4	-2	18	5	-1	-7	-41	-8
Cc1cccnc1NC(=O)CNC(=O)C12CC3CC(CC(Cl)(C3)C1)C2	-5	1.8	10	6	2	-21	-3	-27	-7
Cc1ccc(S(=O)(=O)NCC(c2cccnc2)N2CCc3ccccc32)cc1 (stereo not given)	-21	0.1	8	11	-2	-17	-4	-24	-3
COc1ccc(-n2c(=O)[nH]c3cc(C(=O)NCCc4ccccc4)ccc3c2=O)cc1OC	2	8.2	-12	-3	0	-1	-1	-2	20
Cn1c2ccccc2c2ncn(Cc3ccco3)c(=O)c21	4	1.4	-1	3	15	2	-5	-10	7
Cn1c(=O)[nH]c(=O)c2[nH]c(CN3CCN(Cc4ccccc4)CC3)nc21	-9	1.3	8	31	-1	-7	-9	-9	-14
COc1ccc(C)cc1Nc1nc(N)c2ccccc2n1	-3	0.0	-5	0	1	-13	-9	-14	12
Cc1cc(C)cc(Cn2cc(CN3CC(N4CCCC4)CS3(=O)=O)nn2)c1 (stereo not given)	-22	2.1	·	4	1	-9	·	·	·
CCC(C)(C)n1nnnc1C(C(C)C)N1CCSCC1 (stereo not given)	-8	0.6	4	17	11	-17	-8	-13	1
Cc1cccc2cc(/C=N/Nc3ccc(C(=O)O)cc3)c(Cl)nc12	-12	0.2	5	8	3	13	-3	12	-10
Cc1ccc(C)c(NC(=O)CN(C)C(=O)c2cc([N+](=O)[O-])ccc2N2CCOCC2)c1	-2	-0.2	2	9	0	9	-4	-14	-3
Cc1cc(C)nc(NC2=NCC(=O)N2c2ccc(F)c(Cl)c2)n1	5	0.3	1	5	1	12	-4	-17	3
CCOc1ccc(C(=O)NCC(=O)OCC(=O)c2ccc3c(c2)-c2ccccc2C3)cc1	0	1.4	-7	7	1	8	-8	-10	9
Cc1cc2nnc(SCC(=O)N3CCCCCC3)n2c(N)n1	1	0.8	8	10	4	5	-9	-2	-11
(more compounds)
SMILES	CHO-K1 Ca antag	CHO-K1 Ca ag	CHRM1 PAM	CHO-K1 Ca PAM	TAAR1 ag	TAAR1 antagonist	M1 ag	CHO parental Ca	M1 antag
Cc1ccc2c(c1)C1CN(C)CCC1N2C(=O)c1cccc(S(=O)(=O)N(C)C)c1 (stereo not given)	-11	0.2	4	7	0	10	-16	-9	-5
O=C(CCNC(=O)c1ccc(Br)cc1)NCCCN1CCOCC1	-17	0.4	2	14	1	-7	-6	-11	11
Oc1cccc2cc(Nc3ccccc3)cnc12	-5	0.8	-3	10	-2	2	1	·	-6
COC(=O)c1cn(C(=O)c2ccccc2)c2ccccc12	6	0.1	1	-6	12	-18	-7	5	5
Cc1ccc(C(=O)NC(=S)NNC(=O)CC#N)cc1	-1	0.7	2	15	2	8	-4	0	3
Cc1ccc(Cl)cc1N1CCN(C(=O)C2CCN(S(=O)(=O)c3cnc[nH]3)CC2)CC1	-11	-0.2	4	19	10	-7	-2	3	-9
Cc1cc(NC(=O)c2cc3ccccc3o2)cc(C)c1OCC(=O)N1CCOCC1	-4	5.0	-1	-7	9	29	-5	5	-2
COc1ccccc1NC(=O)CCSc1nnc(-c2ccco2)o1	11	0.1	-5	-9	5	-10	-2	6	20
COC(=O)c1[nH]c2ccccc2c1NS(=O)(=O)c1ccc(F)c(C)c1	8	1.9	0	10	3	-4	-6	-14	2
COCCN(Cc1cc2cc3c(cc2nc1Cl)OCO3)C(=O)Nc1ccc(F)cc1	-5	9.7	-11	5	-2	-15	-1	-8	16

Look-ups from above.
For CHO-K1 Ca antag, COC(=O)c1[nH]c2ccccc2c1NS(=O)(=O)c1ccc(F)c(C)c1 has 8
For CHO-K1 Ca antag, COCCN(Cc1cc2cc3c(cc2nc1Cl)OCO3)C(=O)Nc1ccc(F)cc1 has -5
For CHO parental Ca, O=C(CCNC(=O)c1ccc(Br)cc1)NCCCN1CCOCC1 has -11
